# Source: PubChem (Southern Research Specialized Biocontainment Screening Center)
# influenza NS1A: NS1A inhibition, H1N1 influenza, cell based functional assay (AID 504329). 0.3% of 340,000 active. NS1A functional cell-based assay, percent inhibition; higher % means a stronger effect. one-dose inhibition, % at 12.5 µM; IC50 in µM for titrated hits; in the data active = a potency from the dose series; inconclusive = inhibition above about 27% without an active follow-up result; note: strong numbers were not always called active
# PhoP GFP inhibition: PhoP regulon inhibitors, Salmonella typhi PhoP promoter GFP reporter, confirmatory (AID 1850); Salmonella Typhi PhoP-promoter GFP reporter, fluorescence, 4 h; higher % means a stronger effect; inhibition, % at 50 µM; hits with a dose series show IC50 in µM; 0.33% of 310,000 active; in the data active = a potency from the dose series; inconclusive = inhibition mostly from about 25% at the one dose, without a potency; inactive = the rest, 99 in 100 with inhibition below about 19%;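 note: 0% = induced wells with vehicle and 100% = uninduced wells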
# inhibitors of VEEV: inhibitors of VEEV TC-83 cytopathic effect, confirmation, Vero cells (AID 588727). Vero cells, VEEV TC-83 cytopathic effect inhibition; higher % means a stronger effect. inhibition, % at 20 µM; hits with a dose series show IC50 in µM. 0.13% of 350,000 active; in the data active = a potency from the dose series; inconclusive = inhibition mostly from about 14% at the one dose, without a potency; inactive = the rest, 99 in 100 with inhibition below about 12%; note: strong numbers were not always called active
# H37Rv inhibition: M. tuberculosis growth inhibition, HTS (AID 449762); inhibition, % at 25 µM; hits with a dose series show IC50 in µM; 0.59% of 330,000 active; M. tuberculosis H37Rv growth inhibition, 7H9 media; higher % means a stronger effect; in the data active = a potency from the dose series; inconclusive = inhibition above about 70% without an active follow-up result;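 note: bacterial growth assessed after seven days of incubation; strong numbers were not always called active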
# M. tuberculosis: growth inhibition of non-replicating M. tuberculosis (AID 488890). Mycobacterium tuberculosis non-replicating, growth inhibition; higher % means a stronger effect. 0.39% of 320,000 active. inhibition, % at 25 µM; hits with a dose series show IC50 in µM; in the data active = a potency from the dose series; inconclusive = inhibition mostly from about 82% at the one dose, without a potency; inactive = the rest, 99 in 100 with inhibition below about 76%;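 note: plate controls were DMSO cells for no effect and high antibiotic wells for full effect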
# * marks the source's active call; other numbers are inactive results; i = inactive; ? = inconclusive; · = not tested or not shown. An unsorted share of the library (roughly 1.6% active in at least one column).
SMILES,influenza NS1A,PhoP GFP inhibition,inhibitors of VEEV,H37Rv inhibition,M. tuberculosis
Cc1ccccc1N1CCN(C(=O)C2CCC(=O)N(C3CCCC3)C2)CC1 (stereo unspecified),-7%,1%,1.9%,3%,13%
CCCC(=O)NNC(=O)Nc1ccccc1,-10%,8%,1.4%,2%,-16%
Cc1cc(C(=O)CSc2ccc(Cl)cc2)cc(C)c1OC(=S)N(C)C,-18%,7%,6.8%,-12%,19%
COC(=O)C1=C(C(=O)OC)[C@@H]2N(C)c3ccc(OC)cc3[C@@]23C[C@@H](C(=O)OC)N(C(=O)c2cccs2)C3=N1,4%,-4%,1.0%,3%,-12%
CCCCN(C)Cc1cc(=O)oc2cc3c(cc12)CCCC3,0%,14%,i,35%,53%
S=C1NCN(Cc2ccco2)CN1Cc1ccco1,9%,3%,2.5%,8%,-18%
CCn1c(-c2ccccc2)c(C(=O)CC#N)c2ccccc21,-2%,8%,0.9%,-7%,-14%
O=C(CN1CCCC1)N/N=C/c1c(O)ccc2ccccc12,9.2µM*,-5%,?,19%,15%
O=C(Nc1ccc2c(c1)OCO2)C1CCCN(c2nc3ccccc3s2)C1 (stereo unspecified),0%,11%,8.7%,0%,-5%
CCOC(=O)c1ccccc1-c1cn2cc(Cl)ccc2n1,-7%,-2%,0.6%,2%,45%
O=C(CCN1C(=O)COc2ccccc21)NCc1ccco1,-6%,-1%,0.4%,1%,6%
O=C(CN1CCN(Cc2ccccc2)CC1)N=Nc1c(O)[nH]c2ccccc12,-7%,2%,3.3%,4%,13%
COc1ccc(/C=C\C(=O)c2c(O)ccc3c(C)cc(=O)oc23)cc1OC,-5%,14%,?,?,-8%
COc1ccc(C)cc1NC(=O)CSCc1ccccc1C,-2%,9%,0.7%,1%,15%
O=C(COC(=O)c1n[nH]c2ccccc12)c1ccc(F)c(F)c1,-9%,1%,4.1%,-1%,0%
Cn1c(=O)n(C/C=C/c2ccccc2)c(=O)c2c1nc1n2CCCN1c1ccc(F)cc1,10%,-3%,7.1%,-1%,26%
Cc1nnc(NC2(C(F)(F)F)C(=O)Nc3c2c(=O)n(C)c(=O)n3C)s1 (stereo unspecified),-4%,9%,0.6%,3%,7%
O=c1[nH]c(C(Cl)Cl)nc2sc3c(c12)CCN(Cc1ccccc1)C3,1%,2%,1.2%,5%,-2%
CC(C)[C@@H](N)C(=O)NCC1CCC(C(=O)N[C@@H](Cc2ccccc2)C(=O)O)CC1 (stereo partly specified),3%,9%,i,-11%,-2%
Cc1cc(C)c(NC(=O)COc2cccnc2[N+](=O)[O-])c(C)c1,-22%,·,i,0%,6%
Cc1ccccc1NC(=O)Cc1nc(COC(=O)c2cc(Br)ccc2O)cs1,-3%,·,1.0%,5%,-19%
COCCN1C=C(C(=O)OC)C(c2ccc(Cl)cc2)C(C(=O)OC)=C1,-13%,13%,5.5%,1%,3%
COc1ccc(C(=O)Nc2ccnn2C2CCN(Cc3cnn(C)c3)CC2)cc1,7%,-7%,0.4%,-4%,13%
O=S(=O)(c1ccccc1Cl)N1CCCC1c1nc(-c2ccc(Cl)cc2)no1 (stereo unspecified),11%,10%,1.0%,9%,25%
CCOC(=O)c1c(NC(=O)CC)sc(C(=O)NC2CCCC2)c1C,-7%,5%,1.9%,-5%,6%

# In the list so far, three have an NH in an aromatic ring.
SMILES,influenza NS1A,PhoP GFP inhibition,inhibitors of VEEV,H37Rv inhibition,M. tuberculosis
O=C(CN1CCN(Cc2ccccc2)CC1)N=Nc1c(O)[nH]c2ccccc12,-7%,2%,3.3%,4%,13%
O=C(COC(=O)c1n[nH]c2ccccc12)c1ccc(F)c(F)c1,-9%,1%,4.1%,-1%,0%
O=c1[nH]c(C(Cl)Cl)nc2sc3c(c12)CCN(Cc1ccccc1)C3,1%,2%,1.2%,5%,-2%

# Next records follow.
SMILES,influenza NS1A,PhoP GFP inhibition,inhibitors of VEEV,H37Rv inhibition,M. tuberculosis
COc1ccc2cc(C(=O)NCC(=O)O)sc(=O)c2c1OC,4%,·,i,·,·
CN(N)c1nc(-c2ccccc2)nnc1C(F)(F)F,-1%,-8%,0.6%,-3%,-8%
O=C(c1ccco1)N1CCN(Cc2cccc3ccccc23)CC1,-2%,7%,13%,1%,-5%
CCn1c(SCC(=O)OC)nnc1-c1ccccc1,-3%,5%,0.3%,11%,-1%
COc1ccc(Cl)cc1C(=O)NCCc1ccc(S(=O)(=O)NC(=O)NC2CCCCC2)cc1,8%,-3%,0.1%,-7%,12%
Cc1ccc(S(=O)(=O)N2CCCC2C(=O)n2nc(C)cc2C)cc1 (stereo unspecified),-1%,-2%,i,-6%,-8%
COc1ccc(C(C)NC(=O)C23CC4CC(CC(C4)C2)C3)cc1OC (stereo unspecified),2%,4%,i,-2%,-6%
CN(Cc1nc(-c2ccc(C(F)(F)F)cc2)no1)C1CCOCC1,7%,1%,0.2%,-4%,13%
COc1ccc(NC(=S)Nc2ccc(S(=O)(=O)N3CCOCC3)cc2)c(OC)c1,3%,-9%,0.3%,-2%,46%
COc1ccc(N(CC(=O)N2CCN(c3cc(C)ccc3C)CC2)S(=O)(=O)c2c(C)noc2C)cc1,15%,4%,2.9%,-1%,9%
N#Cc1nc(-c2ccc(OCc3ccccc3)cc2)oc1NCCCN1CCOCC1,-10%,15%,8.6%,31%,45%
CCC(=O)c1cn(CC(=O)Nc2cccc(OC)c2)c2ccccc12,0%,6%,0.5%,4%,6%
CC(C)c1nc(SCC(=O)Nc2ccc3c(c2)OCCO3)c2c(=O)n(C)c(=O)n(C)c2n1,4%,-1%,3.7%,-3%,9%
CSc1nc2c(cc1C#N)CCC2,-2%,6%,2.8%,0%,6%
CCOC(=O)N1CCN(C(=O)c2cnsn2)CC1,18%,-12%,i,-11%,-5%
O=C(Cc1ccccc1Cl)NCCCn1ccnc1,15%,2%,0.4%,0%,2%
C=CCc1cc(Cl)ccc1OCCNCCN1CCOCC1,-8%,3%,i,44%,71%
C/C(=N/NC(=O)c1cc(C)[nH]n1)c1ccco1,7%,0%,0.4%,-6%,-17%
CCO[C@@H]1OC(C(=O)N2CCOCC2)=C[C@H](C2CC2)[C@H]1CCCO,-5%,5%,i,-6%,-18%
c1ccc(CSc2ncnc3ccccc23)cc1,-25%,3%,7.4%,6%,41%
COC(=O)CCc1nc2c(C#N)c(-c3ccc(Cl)cc3)ccn2n1,7%,10%,0.7%,1.7µM*,i
O=C(Oc1ccc(Cl)c2cccnc12)c1cccnc1,-33%,13%,5.6%,?,?
CN(NC1OC(=O)c2ccccc21)c1ncc(C(F)(F)F)cc1Cl (stereo unspecified),-21%,6%,2.8%,0%,-5%
N#Cc1cccc(NC(=O)NCCc2c[nH]c3ccccc23)c1,4%,-3%,8.2%,-8%,·
CCOC(=O)N1CCN(C(=O)c2cn(CC)c3ccc(S(=O)(=O)N4CCOCC4)cc3c2=O)CC1,-3%,-1%,0.4%,0%,-8%

# Single values from the entries so far.
# H37Rv inhibition, COc1ccc(Cl)cc1C(=O)NCCc1ccc(S(=O)(=O)NC(=O)NC2CCCCC2)cc1 reads -7%
# H37Rv inhibition, O=C(Cc1ccccc1Cl)NCCCn1ccnc1 reads 0%
# M. tuberculosis, CCC(=O)c1cn(CC(=O)Nc2cccc(OC)c2)c2ccccc12 reads 6%
# influenza NS1A, CN(N)c1nc(-c2ccccc2)nnc1C(F)(F)F reads -1%

# Profiles as entered above. Values in the order: influenza NS1A, PhoP GFP inhibition, inhibitors of VEEV, H37Rv inhibition, M. tuberculosis
# Record of `CSc1nc2c(cc1C#N)CCC2` → -2%, 6%, 2.8%, 0%, 6%
# Record of `C/C(=N/NC(=O)c1cc(C)[nH]n1)c1ccco1` → 7%, 0%, 0.4%, -6%, -17%

# Remaining list, next part.
SMILES,influenza NS1A,PhoP GFP inhibition,inhibitors of VEEV,H37Rv inhibition,M. tuberculosis
COc1ccc(OCc2nnc(SCC(=O)NC3CC4CCC3C4)o2)cc1 (stereo unspecified),3%,-14%,0.9%,1%,?
Cc1cc(C)nc(N/N=C/c2cccc([N+](=O)[O-])c2)n1,·,-1%,3.3%,9%,5%
CCOc1ncccc1C(=O)OCC(=O)NCc1ccc2c(c1)OCO2,5%,2%,6.3%,11%,-7%
CC(NC(=O)c1cccc(S(=O)(=O)N(C)C)c1)c1nc2ccccc2[nH]1 (stereo unspecified),-3%,7%,0.1%,6%,17%
COc1ccc(S(=O)(=O)N2CCCCCC2)cc1C(=O)N1CCN(c2ccc(F)cc2)CC1,-3%,·,3.4%,·,·
CC(=O)N1CCOc2ccc(S(=O)(=O)Nc3ccc(C)cn3)cc21,1%,-13%,0.8%,-3%,-2%
C[C@H](NC(=O)Nc1cccc(Br)c1)C(=O)O,5%,7%,0.4%,4%,-4%
COCCN1C(=O)C(=O)/C(=C(/O)c2cccc(OC)c2)C1c1ccc(C)o1 (stereo unspecified),3%,-4%,1.1%,4%,7%
Cc1ccc(CNC(=O)C2CC(c3ccccc3[N+](=O)[O-])=NO2)cc1 (stereo unspecified),9%,0%,0.6%,-7%,-1%
O=C(CN1C(=O)NC2(CCOc3ccccc32)C1=O)c1ccc(F)c(F)c1 (stereo unspecified),-3%,1%,1.5%,8%,8%
CC1CN(CCCCN2C(=O)c3ccccc3C2=O)CC(C)O1 (stereo unspecified),-20%,-8%,1.5%,-1%,0%
Cc1cc(C)cc(C(=O)NC(=S)Nc2ccc(Cc3ccncc3)cc2)c1,5%,13%,12%,14%,53%
COc1ccc(C)cc1NC(=O)N1CCC2(CC1)OCCO2,9%,-3%,0.2%,-2%,-4%
CCn1nc(C(=O)NNC(=O)COc2ccccc2C)c2ccccc2c1=O,14%,-5%,0.7%,3%,-25%
Cc1cccc(N2CC(C(=O)Nc3ccc(S(=O)(=O)Nc4nccs4)cc3)CC2=O)c1C (stereo unspecified),4%,20%,1.2%,40%,75%
O=c1[nH]nc(Cc2ccccc2)c2ccccc12,4%,4%,2.7%,7%,-1%

# Some of these compounds in order of count of non-hydrogen atoms, rising.
SMILES,influenza NS1A,PhoP GFP inhibition,inhibitors of VEEV,H37Rv inhibition,M. tuberculosis
COc1ccc(C)cc1NC(=O)N1CCC2(CC1)OCCO2,9%,-3%,0.2%,-2%,-4%
CC1CN(CCCCN2C(=O)c3ccccc3C2=O)CC(C)O1 (stereo unspecified),-20%,-8%,1.5%,-1%,0%
Cc1cc(C)cc(C(=O)NC(=S)Nc2ccc(Cc3ccncc3)cc2)c1,5%,13%,12%,14%,53%
